Compound activity as filed in PubChem.
TRPC6 inhibitor = blocks the mouse TRPC6 cation channel; HEK293-TRPC6, membrane potential dye, ACh-evoked depolarization; stronger effect = lower value; B-score at 10 µM; 1.1% of 310,000 active;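 active = B-score under library mean minus 3 SD, initial fluorescence not abnormally high, positive integrated signal ratio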;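 also: B-score derived from integrated fluorescence ratio over the kinetic read; more negative B-score means stronger inhibition of depolarization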
Target sequence (Q61143 whole entry, looked up): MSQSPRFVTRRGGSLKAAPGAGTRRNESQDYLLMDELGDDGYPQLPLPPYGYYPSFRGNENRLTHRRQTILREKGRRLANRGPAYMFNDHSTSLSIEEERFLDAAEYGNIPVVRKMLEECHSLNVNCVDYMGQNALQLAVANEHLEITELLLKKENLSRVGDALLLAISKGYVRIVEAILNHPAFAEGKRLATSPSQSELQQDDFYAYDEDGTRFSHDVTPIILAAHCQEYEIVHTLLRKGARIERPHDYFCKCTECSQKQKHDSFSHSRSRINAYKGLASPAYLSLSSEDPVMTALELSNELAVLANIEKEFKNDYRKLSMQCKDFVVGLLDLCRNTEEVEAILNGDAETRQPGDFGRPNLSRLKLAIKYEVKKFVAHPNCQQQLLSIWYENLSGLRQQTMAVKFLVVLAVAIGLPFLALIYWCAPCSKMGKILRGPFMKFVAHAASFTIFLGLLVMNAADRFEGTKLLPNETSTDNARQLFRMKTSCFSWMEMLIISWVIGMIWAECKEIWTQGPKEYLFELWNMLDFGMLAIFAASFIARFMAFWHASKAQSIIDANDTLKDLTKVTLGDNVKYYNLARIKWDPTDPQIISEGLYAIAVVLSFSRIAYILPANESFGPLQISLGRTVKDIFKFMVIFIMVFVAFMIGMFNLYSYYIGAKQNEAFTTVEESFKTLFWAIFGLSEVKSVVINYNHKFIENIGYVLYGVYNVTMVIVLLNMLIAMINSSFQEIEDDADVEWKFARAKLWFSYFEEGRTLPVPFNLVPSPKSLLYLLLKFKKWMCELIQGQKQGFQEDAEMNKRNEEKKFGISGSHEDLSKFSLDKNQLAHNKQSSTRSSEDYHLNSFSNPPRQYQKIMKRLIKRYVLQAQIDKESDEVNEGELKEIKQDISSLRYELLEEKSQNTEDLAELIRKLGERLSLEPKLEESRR
MrgX1 ag = activates human MrgX1 receptor signaling | Q96LB2 | 0.44% of 310,000 active | AID 588627 | B-score at 10 µM | MrgX1-HEK293 cells, Fluo-4 calcium fluorescence, agonist mode; stronger effect = higher value;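 active = calcium response B-score plate-corrected fluorescence ratio at least 3 library SD, with starting fluorescence B-score inside 5 SD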
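Assay system: stable human MrgX1 HEK293 cell line. Quantity: 15,000 cells per well. Schedule: cells plated overnight, dye loaded 0.5 h 37 °C, 0.5 h room temperature. Detection: Fluo-4 NW calcium-flux fluorescence, kinetic read. Read-out basis: peak-minus-minimum fluorescence over baseline, converted to B scores. Control set: positive and negative control wells on each plate.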
TRPC4 act = activators of mouse TRPC4 channel. 0.49% of 310,000 active. Q9QUQ5. AID 2237. HEK293 TRPC4beta/mu-opioid, Fluo4 calcium fluorescence; stronger effect = higher value. B-score at 10 µM;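 active = B-score above 5 SD of library B-scores, and initial fluorescence ratio not above library mean plus 5 SD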;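 also: positive B-score marks a calcium rise read as TRPC4 activation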
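System – HEK293 cells stably co-expressing mouse TRPC4beta and mu-opioid receptor · Signal – Fluo4 calcium-sensitive dye fluorescence, kinetic, 1 Hz baseline · Benchmarks – buffer (low) and maximal DAMGO (high) · Read-out – B score of integrated fluorescence ratio per well · Incubation – dye loading 45 min room temperature, 110 s kinetic read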
AI-2 QS mod = modulators of Vibrio harveyi AI-2 quorum sensing system | Vibrio harveyi JMH597 AI-2 luminescence/OD600 ratio, 9 h; stronger effect = lower value; strain lacks LuxN and CqsS sensors; 0 = neutral-control median | activity change, % at 7.5 µM | 0.4% of 300,000 active | AID 2094; in the data active = activity change below about -75%, passing the limit was not always enough;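 also: luminescence divided by OD600 gain over 9 h not by final OD600 alone; inactives centre near 13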
HIF activator = HIF pathway transcriptional activation. U2OS HRE-luciferase reporter, luminescence; normalized: DMSO 0%, desferrioxamine 100%. activation, % at 7.5 µM (by protocol). 0.32% of 300,000 active. AID 1910;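 active = mean activation of at least 10% of the iron chelator positive control signal, with at least half of replicates also reaching 10%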
TRPC4 potent = allosteric potentiators of mouse TRPC4 channel; 0.42% of 310,000 active; HEK293 TRPC4beta/mu-opioid, DAMGO EC20, Fluo-4 Ca2+ flux; stronger effect = higher value; B-score at 10 µM; Q9QUQ5;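 active = B-score of calcium response area above 5 SD of library B-scores, with initial fluorescence ratio within 5 SD of library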;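 also: B-score of integrated fluorescence ratio over time as area under calcium response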
MrgX1 antagonist = blocks BAM8-22 activation of human MrgX1 receptor. Q96LB2. MRGX1-HEK293 calcium flux, Fluo-4, BAM8-22 antagonism; stronger effect = lower value. B-score at 10 µM. 1.3% of 310,000 active;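 active = calcium-response B-score plate-corrected more than 3 library SD below zero, starting fluorescence within 5 deviations, no agonist response on first addition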;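 also: peak minus trough fluorescence over baseline after final BAM8-22 challenge near maximal dose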
PolyA inhibitor = blocks polyadenylation in yeast reporter cells; calls only at 12 µM; 0.02% of 300,000 active; S. cerevisiae SKY197-pL101 polyadenylation reporter, beta-gal luminescence; efflux-impaired pdr1/pdr3 knockout yeast; score 100 = 6 SD above DMSO; AID 1875;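 active = lowest replicate activity score at least 50, where 100 means six control SD above control mean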;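 also: yeast exposed to compound for 9 h at 30 °C; higher score means more reporter readthrough which indicates perturbed polyadenylation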
TRPC4 inh = blocks the mouse TRPC4 cation channel; 0.39% of 300,000 active; HEK293 TRPC4beta/mu-opioid, DAMGO-evoked Fluo4 calcium flux; stronger effect = lower value; B-score at 10 µM;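 active = B-score over 3 SD under the library average, no early fluorescence shift, positive overall ratio signal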
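Assay system: HEK293 cells with stable TRPC4beta plus mu-opioid receptor expression. Dosing: single dose. Measured by: Fluo4 Ca2+ flux fluorescence. Also added: DAMGO in two steps, submaximal then maximal. Read-out: B score from integrated Fluo4 fluorescence ratio.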
MrgX1 allo act = allosterically activates human MrgX1 receptor signaling; Q96LB2; MrgX1-HEK293, Fluo-4 calcium flux, FDSS; stronger effect = higher value; B-score at 10 µM; 0.63% of 310,000 active; AID 588675;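 active = plate-corrected calcium response at least 3 library SD above typical, normal starting fluorescence, not activating the receptor alone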;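 also: compound read alongside a low EC10 to EC30 dose of BAM8-22 agonist; peak minus trough fluorescence over baseline measured at the second addition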
TRPC6 act = activates the mouse TRPC6 cation channel; B-score at 10 µM; Q61143; HEK293-TRPC6 membrane potential dye fluorescence; stronger effect = higher value; 0.13% of 310,000 active;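 active = B-score of the integrated fluorescence ratio above library mean plus 3 SD, and starting fluorescence ratio within library mean plus 5 SD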;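 also: higher score means more depolarization so channel activation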
* = called active by the depositor; i = inactive; · = not tested or not shown. The list is partial. The share of hits here may be higher or lower than overall.

SMILES,TRPC4 potent,MrgX1 antagonist,MrgX1 ag,TRPC6 act,PolyA inhibitor,AI-2 QS mod,TRPC6 inhibitor,MrgX1 allo act,TRPC4 inh,TRPC4 act,HIF activator
CCN1CCN(Cc2ccc(NC(=O)Nc3ccccc3)cc2)CC1,i,i,i,i,i,6,i,i,i,i,·
COc1ccc(CCNC(=S)NC(=O)c2cccc([N+](=O)[O-])c2)cc1OC,i,i,i,i,i,9,i,i,i,i,0.6
COC(=O)C1(Cc2ccccc2)NC(c2ccc(F)cc2)C2C(=O)N(C)C(=O)C21 (configuration not stated),i,i,i,i,i,12,i,i,i,i,0.0
CN(C)/N=C/c1cc([N+](=O)[O-])ccc1O,i,i,i,i,i,13,i,i,i,i,-0.6
COC(=O)COc1ccc(S(=O)(=O)N2CCN(c3ccc(F)cc3)CC2)cc1,i,i,i,i,i,27,i,i,i,i,-0.1
Cc1ccc(CN2CC(C(=O)Nc3cc(C)ccn3)CC2=O)cc1 (configuration not stated),i,i,i,i,i,37,i,i,i,i,2.7
O=C(COC(=O)c1cccnc1Cl)NCc1cccs1,i,i,i,i,i,15,i,i,i,i,-1.1
COCC(=O)OCc1cc2cccc(C)c2[nH]c1=O,i,i,i,i,i,25,i,i,i,i,-0.1
Nc1c(C(=O)N2CCCC2)sc2nc3c(cc12)CCCCCC3,i,i,i,i,i,14,i,i,i,i,-0.8
CSc1ccc(Cl)c(C(=O)NCCCn2ccnc2)c1,i,i,i,i,i,3,i,i,i,i,-0.8
CCN(CC(=O)NC1CC1)S(=O)(=O)c1ccc(C)cc1,i,i,i,i,i,27,i,i,i,i,0.4
CC(C)C(=O)NCCc1nc2ccccc2n1CCCOc1ccc(Cl)cc1,i,i,i,i,i,90,i,i,i,i,0.2
CCN(CC(=O)Nc1ccc(NC(C)=O)cc1)C(=O)C1CC(=O)N(CCc2ccc(OC)c(OC)c2)C1 (configuration not stated),i,i,i,i,i,5,i,i,i,i,0.0
CCC(CC)C(=O)Nc1c2c(nn1-c1ccc(F)cc1)CS(=O)(=O)C2,i,i,i,i,i,13,i,i,i,i,-0.8
O=C(O)Cc1nc2nc3c(c(=O)n2[nH]1)CCCC3,i,i,i,i,i,17,i,i,i,i,-0.6
CCOc1ccc(CN(C)C(=O)CCl)cc1,i,i,i,i,i,13,i,i,i,i,-2.5
CCOC(=O)CSc1nc2cc(C(=O)N3CCCC3)ccc2c(=O)n1Cc1ccccc1,i,i,i,i,i,6,i,i,i,i,-0.4
S=C1NCCc2ccccc2C1c1ccccc1 (configuration not stated),i,i,i,i,i,-6,i,i,i,i,-0.3
CN(C)S(=O)(=O)c1ccc(Cl)c(NC(=O)CN2CCCC2)c1,i,i,i,i,i,13,i,i,i,i,-0.4
FC(F)(F)c1cccc(NC(=S)NNC(=S)NCc2ccccc2)c1,i,i,i,i,i,-1,i,i,i,i,-0.1
NC(=O)CC(NC(=S)NCc1ccccc1)C(=O)O (configuration not stated),i,i,i,i,i,30,i,i,i,i,-0.1
CC(C)c1c(O)nc(SCCN(C)C)[nH]c1=O,35*,i,i,i,i,-5,i,i,i,i,-0.2
O=C(CCc1nnc(CCCCc2ccccc2)o1)N1CCCC(O)C1 (configuration not stated),i,i,i,i,i,16,i,i,i,i,1.3
CCOC(=O)N1CCN(C(=O)COC(=O)CNC(=O)c2ccc(C)cc2)CC1,i,i,i,i,i,11,i,i,i,i,0.2
CC(C)(C)NC(=S)NCc1ccc2c(c1)OCO2,i,i,i,i,i,18,i,i,i,i,0.5
CC(=O)Nc1sc2c(c1C#N)CCN(Cc1ccccc1)C2,i,i,i,i,i,6,i,i,i,i,0.2
CCOc1ccc(NC(=O)C2CCCN(S(=O)(=O)c3cccc4nsnc34)C2)cc1 (configuration not stated),i,i,i,i,i,19,i,i,i,i,0.7
COc1ccc(Nc2cccc(Cl)c2)c(C(=O)O)c1,i,i,i,i,i,31,i,i,i,i,-0.3
CC(NC(=O)c1c(O)c2ccccc2n(C)c1=O)c1ccccc1 (configuration not stated),i,i,i,i,i,·,i,i,i,i,0.3
CC(=O)Nc1nnc(-c2ccc(Cl)s2)o1,i,i,i,i,i,2,i,i,i,i,0.0
COc1ccc(/C=N/N2C(C)CCCC2C)cc1O (configuration not stated),i,i,i,i,i,5,i,i,i,i,-6.1
Cc1cccnc1NC(=O)Nc1cccc2ccccc12,i,i,i,i,i,21,i,i,i,i,1.1
CCN(CC(=O)Nc1ccc(NC(C)=O)cc1)C(=O)CCCN1C(=O)c2ccccc2C1=O,i,i,i,i,i,3,i,i,i,i,0.0
COC(=O)c1ccccc1S(=O)(=O)N1CCC(C(=O)N(C)CCOc2ccccc2)CC1,i,i,i,i,i,1,i,i,i,i,2.3
CN1/C(=C/C=N/NC(=O)c2ccc([N+](=O)[O-])cc2)C(C)(C)c2ccccc21,i,i,i,i,i,35,i,i,i,i,-0.3
Oc1ccc(Br)cc1-c1ccn[nH]1,i,i,i,i,i,-7,i,i,i,i,0.1
S=C(NC1CCCC1)NC1CC1,i,i,i,i,i,1,i,i,i,i,-0.5
CC(C)(C)C(=O)NC1(C(F)(F)F)N=C2SCCN2C1=O (configuration not stated),i,i,i,i,i,-3,i,i,i,i,-0.3
O=C(NCCNS(=O)(=O)c1ccccc1)c1cc(OCC(F)(F)F)ccc1OCC(F)(F)F,i,i,i,i,i,6,i,i,i,i,0.1
N=c1oc2ccccc2cc1C(=O)Nc1ccccc1,i,i,i,i,i,6,i,i,i,i,3.2
COc1ccc(NC(=O)CCCC(=O)c2ccccc2)cc1OC,i,i,i,i,i,19,i,i,i,i,-0.3
COc1ccc(NC(=O)c2ccc(Oc3ncccn3)cc2)cc1,i,i,i,i,i,3,i,i,i,i,2.1
O=C(NCCc1cccc(Cl)c1)c1ccc2c(c1)OCO2,i,i,i,i,i,-59,i,i,i,i,0.1
CCc1nn2c(=O)c(S(=O)(=O)Nc3ccc(Cl)cc3)c(C)nc2s1,i,i,i,i,i,22,i,i,i,i,-0.2
COc1cc(CNCc2ccccc2C(F)(F)F)cc(OC)c1,i,i,i,i,i,9,i,i,·,i,0.1
CC1CN(C(=O)c2ccc(C(=O)c3ccccc3)cc2)CC(C)O1 (configuration not stated),i,i,i,i,i,11,i,i,i,i,-0.2
CSCCC(NC(=O)c1cccc(S(=O)(=O)N2CCOCC2)c1)C(=O)Nc1cccc(C)c1 (configuration not stated),i,i,i,i,i,25,i,i,i,i,-0.5
NC(=O)c1nsc(C(=O)N(c2cccc(F)c2)C(C(=O)NCC2CCCO2)c2ccc3ncccc3c2)c1N (configuration not stated),i,i,i,i,i,11,i,i,i,i,0.6
O=C(CNC(=S)NC(=O)c1ccc(Cl)cc1)c1ccccc1,i,i,i,i,i,8,i,i,i,i,0.1
Cn1c(CCNC(=O)c2ccco2)nc2cc(NC(=O)c3ccco3)ccc21,i,i,i,i,i,21,i,i,i,i,1.7

Continuation.
SMILES,TRPC4 potent,MrgX1 antagonist,MrgX1 ag,TRPC6 act,PolyA inhibitor,AI-2 QS mod,TRPC6 inhibitor,MrgX1 allo act,TRPC4 inh,TRPC4 act,HIF activator
Cc1ccc(Cl)cc1N1CCN(CC(O)COC(C)C)CC1 (configuration not stated),i,i,i,i,i,-2,i,i,i,i,0.1
CCN(CC)S(=O)(=O)c1cc(C(=O)Nc2nncs2)c(Cl)cc1Cl,i,i,i,i,i,4,i,i,i,i,-0.6
CSC(=NC#N)N1CCN(c2ccccc2)CC1,i,i,i,i,i,-3,i,i,i,i,1.2
COc1ccccc1N1CCN(C2CCN(C(=O)COc3cccc(C)c3)CC2)CC1,i,i,i,i,i,10,i,i,i,i,-0.1
O=C(Nc1nc2cc3c(cc2s1)OCO3)C1CCCCC1,i,i,i,i,i,6,i,i,i,i,2.2
CC(C)(C)c1ccc(C(=O)NNC(=O)C2CCCCC2)cc1,i,i,i,i,i,11,i,i,i,i,0.0
COc1cc(CCC(=O)OCC(=O)Nc2nc(C)c(Cl)cc2Cl)cc(OC)c1OC,i,i,i,i,i,3,i,i,i,i,-0.4
COc1ccccc1OCC(=O)Nc1cc(C)ccc1NC(=O)c1ccco1,i,i,i,i,i,-5,i,i,i,i,0.1
CCOc1cc(C)ccc1OCc1nnc(SCC(=O)c2cccc([N+](=O)[O-])c2)n1CC,i,i,i,i,i,8,i,i,i,i,0.1
Cc1cc(C(=O)NCc2ccco2)c2ccccc2n1,i,i,i,i,i,8,i,i,i,i,1.4
Cc1nnsc1C(=O)Nc1ccc(S(=O)(=O)N2CCCCC2)cc1,i,i,i,i,i,19,i,i,i,i,-0.5
CCOc1ccc(/C=C/C2=NNC(=O)CC2)cc1,i,i,i,i,i,22,i,i,i,i,0.8
N#CC1=C(N)C(C#N)(C#N)C(c2ccc[nH]2)C2CCCC=C12 (configuration not stated),i,i,i,i,i,12,i,i,i,i,-0.4
COc1ccc(CN/C(C)=C(/C#N)C(N)=O)cc1OC,i,i,i,i,i,6,i,i,i,i,0.2
COc1ccccc1OCc1ccc(C(=O)Nc2cc(OC)c(OC)c(OC)c2)o1,i,i,i,i,i,5,i,i,i,i,-3.8
Cc1cc(NC(=O)CSc2nc(-c3ccc(F)cc3)cs2)no1,i,i,i,i,i,6,i,i,i,i,-0.3
Cc1ccc(Nc2nc(N)nc(CCl)n2)cc1,i,i,i,i,i,5,i,i,i,i,3.5
COc1ccccc1-c1ccc(=O)n(CC(=O)Nc2ccc(C(=O)N3CCCC3)cc2)n1,i,i,i,i,i,5,i,i,i,i,-0.5
